# HEK cytotox: HEK 293 cell cytotoxicity. Potency, µM (highest dose often 115 µM), without a hit: at the highest dose activity change, negative = cytotoxicity, usual class: inhibitors. 94,000 tested, 6.6% active. HEK 293 viability, ATP luminescence (CellTiter-Glo), 48-72 h; also: potency is read from the fitted curve at half-maximal effect; nearly all actives have a fitted effect of over 60% in size
#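 ATP-coupled CellTiter-Glo luminescence served as viability read-out, recorded 10 min after reagent addition at room temperature. HEK 293 cells, 250 cells/well, had been incubated with pintool-transferred compound for 48 or 72 hr at 37 degree Celsius.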
# SNCA viab count: counter-screen for SNCA expression inhibitors: cell viability; Potency, µM (top dose mostly 57.1 µM), for inactives: at the top dose activity change, negative = cytotoxicity, most hits filed as cytotoxic; 150,000 tested, 0.12% active; HEK-293-SNCA-luc viability, GF-AFC fluorescence, 24 h;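 also: potency is read from the fitted curve at half-maximal effect; 0% = DMSO-treated cells and -100% = medium-only wells without cells; nearly all actives have a fitted effect of over 30% in size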
#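 Cytotoxicity counterscreen: after 24 h compound treatment of genome-edited SNCA-luciferase HEK-293 cells, live-cell protease substrate GF-AFC read by fluorescence after 30 min; activity scaled between DMSO (0%) and medium-only (-100%), curves Hill-fitted.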
# GPT2 inh: inhibitors of human GPT2 alanine aminotransferase. Q8TD30. Recombinant GPT2, coupled pyruvate oxidase/HRP Amplex Red fluorescence. Potency, µM (titrated, usually from 57.7 µM), for inactives: top-dose activity change, negative = inhibition, usual class: inhibitors. 100,000 tested, 0.25% active. AID 1671188; also: potency is read from the fitted curve at half-maximal effect; nearly all actives have a fitted effect of over 60% in size; many of its hits are not listed in these tables
#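 Inhibition is scored from Amplex Red fluorescence generated when pyruvate oxidase and HRP act on pyruvate released by GPT2. Reactions contain 10ng/uL enzyme, 250uM a-KG and 2mM L-alanine and run 30 min at room temperature.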
# IP6K1 inh: IP6K1 kinase inhibition; 140,000 tested, 0.81% active; AID 1645851; activity change, % (series mostly up to about 58 µM); IP6K1 kinase, ADP-Glo luminescence, 2 h; stronger effect = lower value; in the data active = activity change below about -25%
# Target sequence (Q92551 whole entry, looked up): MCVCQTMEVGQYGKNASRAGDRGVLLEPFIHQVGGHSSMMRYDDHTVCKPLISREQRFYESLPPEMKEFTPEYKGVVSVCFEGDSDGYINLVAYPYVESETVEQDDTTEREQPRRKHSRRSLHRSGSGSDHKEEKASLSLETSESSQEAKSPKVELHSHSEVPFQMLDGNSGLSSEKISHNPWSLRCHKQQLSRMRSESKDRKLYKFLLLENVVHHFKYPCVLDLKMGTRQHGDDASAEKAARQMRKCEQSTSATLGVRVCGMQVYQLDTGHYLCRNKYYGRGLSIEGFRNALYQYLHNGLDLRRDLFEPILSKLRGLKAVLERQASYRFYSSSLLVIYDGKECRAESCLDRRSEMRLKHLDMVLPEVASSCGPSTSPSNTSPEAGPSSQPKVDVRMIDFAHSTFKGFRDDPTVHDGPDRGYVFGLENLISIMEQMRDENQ
#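 ADP-Glo luminescence measures ADP made by human IP6K1 during a 2 h RT reaction with ATP/IP6 (mix at 1.3 mM/130 uM); top library doses 57.5 and 19.1 uM final.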
# Luciferase inh: inhibitors of firefly (Photinus pyralis) luciferase. P08659. purified P. pyralis luciferase, luminescence, biochemical. Potency, µM (top dose mostly 115 µM), for the others: top-dose activity change, negative = inhibition, actives largely listed as inhibitors. 76,000 tested, 2.5% active. AID 1347043; also: potency is read from the fitted curve at half-maximal effect; nearly all actives have a fitted effect of over 65% in size
# Target sequence (P08659 whole entry, looked up): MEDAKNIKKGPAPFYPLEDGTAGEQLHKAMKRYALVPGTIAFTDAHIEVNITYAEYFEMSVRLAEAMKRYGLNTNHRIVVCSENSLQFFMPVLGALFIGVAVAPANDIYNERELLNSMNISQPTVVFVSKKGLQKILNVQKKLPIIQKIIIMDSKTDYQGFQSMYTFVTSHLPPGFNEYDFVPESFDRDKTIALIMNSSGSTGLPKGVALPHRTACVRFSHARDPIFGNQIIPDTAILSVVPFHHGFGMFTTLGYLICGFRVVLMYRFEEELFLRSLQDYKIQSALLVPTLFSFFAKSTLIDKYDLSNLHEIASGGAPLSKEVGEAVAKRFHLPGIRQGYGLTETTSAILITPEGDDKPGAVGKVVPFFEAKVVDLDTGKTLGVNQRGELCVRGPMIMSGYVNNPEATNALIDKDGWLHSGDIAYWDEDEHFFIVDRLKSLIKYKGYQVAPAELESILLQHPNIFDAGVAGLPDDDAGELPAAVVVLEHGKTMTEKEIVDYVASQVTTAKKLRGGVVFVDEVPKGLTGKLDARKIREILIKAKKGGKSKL
#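 Purified 10nM P. pyralis luciferase with 10uM D-luciferin and 10uM ATP in 50mM Tris acetate pH 7.5, 10mM Mg acetate, 0.01% Tween-20, 0.05% BSA. qHTS titration; luminescence read by CCD imager.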
# SNCA expr inhib: SNCA gene expression inhibition | HEK-293 SNCA-luciferase knock-in, luminescence, 24 h | Potency, µM (series often up to 57.2 µM), for the others: top-dose activity change, negative = inhibition, actives largely listed as inhibitors | 140,000 tested, 0.17% active;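 also: potency is read from the fitted curve at half-maximal effect; plate controls were DMSO cells for no effect and cell-free wells for full effect; nearly all actives have a fitted effect of over 45% in size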
# NIH3T3 tox: cytotoxic compounds in NIH 3T3 cells | NIH 3T3 viability, CellTiter-Glo ATP luminescence, 48-72 h | Potency, µM (highest dose often 96.7 µM), for the others: at the top dose activity change, negative = cytotoxicity, hits mostly inhibitors | 94,000 tested, 4.3% active | AID 1345082; also: potency is read from the fitted curve at half-maximal effect; nearly all actives have a fitted effect of over 55% in size
#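 Mouse fibroblast NIH 3T3 cells, 400 per well, received compound via pintool and were incubated for 48 or 72 hr prior to CellTiter-Glo ATP luminescence measurement.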
# Starred values were filed as active, the others as inactive; i = inactive; ? = inconclusive; nt = not tested or not shown; [ ] = dose if it differs, or a comment. Unless noted, calls follow the shape of the dose curve; as a rule, active = well fitted curve in the direction sought with a large enough effect; inconclusive = small, poorly fitted or top-dose-only effect, or another doubt; inactive = no such curve, though single readings can be large; an effect the other way counts as inactive or inconclusive. Unless noted, % is scaled to controls: 0 for no effect and ±100 for the full control effect.
# The first three records as a preview:
SMILES,HEK cytotox,SNCA viab count,GPT2 inh,IP6K1 inh,Luciferase inh,SNCA expr inhib,NIH3T3 tox
COc1ccc(-c2[nH]c(-c3ccccc3)nc2SCC(=O)Nc2ccc3c(c2)OCO3)cc1,nt,?,nt,-15,nt,-28%,nt
CC1CCCCN1CCN(C)c1nc(-c2ccncc2)nc2c1cnn2C (centres undefined),?,-29%,0%,-5,10%,?,?
COc1ccc(NC(=O)CCCN2C(=O)CCn3nc(-c4cn(C)c5ccccc45)cc32)cc1OC,nt,?,nt,0,nt,36%[activator],nt

# The listing (from the top)
SMILES,HEK cytotox,SNCA viab count,GPT2 inh,IP6K1 inh,Luciferase inh,SNCA expr inhib,NIH3T3 tox
COc1ccc(-c2[nH]c(-c3ccccc3)nc2SCC(=O)Nc2ccc3c(c2)OCO3)cc1,nt,?,nt,-15,nt,-28%,nt
CC1CCCCN1CCN(C)c1nc(-c2ccncc2)nc2c1cnn2C (centres undefined),?,-29%,0%,-5,10%,?,?
COc1ccc(NC(=O)CCCN2C(=O)CCn3nc(-c4cn(C)c5ccccc45)cc32)cc1OC,nt,?,nt,0,nt,36%[activator],nt
CCOC(=O)c1cc2c(=O)n3ccccc3nc2n(C)c1=NC(=O)c1c(-c2ccccc2Cl)noc1C,nt,11%,nt,22,nt,-8%,nt
COc1ccc(CC(=O)N2C[C@@H](CO)[C@H](c3ccccn3)C2)cc1OC,i,?,-6%,2,-3%,-73%,-12%
O=C(NCCc1ccccc1)c1ccc(CSc2nc3cccnc3n2Cc2ccccc2)cc1,nt,-18%,nt,-13,nt,8%,nt
CCOc1ccc2nc(N3CCCC(C(=O)Nc4ccccc4CC)C3)sc2c1 (centres undefined),nt,1%,nt,-4,nt,108%[activator],nt
OC1Cc2ccccc2C12CCN(Cc1cn(-c3ccccc3)nn1)CC2 (centres undefined),i,-10%,-29%,-3,14%,22%,-3%
O=C(N1CCC(Cc2noc(-c3ccc(F)cc3)n2)C1)C1(c2ccccc2)CC1 (centres undefined),40µM*,-1%,i,9,nt,-9%,?
O=C(Cc1ccccc1O)N1CCCC(CCc2c(F)cccc2F)C1 (centres undefined),?,-16%,2%,2,-1%,4%,?
Cc1ccc(NC(=O)Cn2nc(C)c3nn(-c4ccc(Cl)cc4)c(C)c3c2=O)cc1C,nt,?,nt,7,nt,22%,nt
COc1cc(Br)c(S(=O)(=O)Nc2ccc(C(F)(F)F)c(O[C@@H]3CCN(C)C3)c2)cc1OC,nt,-2%,i,-5,nt,nt,nt
CCC(=O)N1CCCN(S(C)(=O)=O)C(c2ccccc2)CC(=O)NCC1 (centres undefined),-1%,1%,4%,-4,-5%,17%,-10%
Cc1noc(C)c1[S+](=O)([O-])N1CCN(CCCn2nc3n(c2=O)CCCC3)CC1,-11%,nt,nt,-4,nt,nt,-28%
CC(C)NC(=O)[C@@H]1CCCN1c1nccc(Nc2ccccc2Cl)n1,?,-10%[12.5 µM],i,0,nt,?,-29%
CCOc1ccc(NC(=O)c2oc3ccccc3c2NC(=O)Cc2cccs2)cc1,nt,-5%,nt,9,nt,35%[activator],nt
Cc1nc2nc(SCC(=O)NCc3ccccc3)nn2c(C)c1Cc1ccccc1Cl,nt,13%,nt,4,nt,-9%,nt
COC(=O)c1cc(NC(=O)c2cc3sccc3n2Cc2ccc(Cl)cc2)cc(C(=O)OC)c1,nt,-4%,nt,-10,nt,9%,nt
COc1ccccc1CNc1nc2ccccc2c2nc(-c3cccc(C)c3)nn12,nt,0%,nt,-15,nt,60%[activator],nt
CCOc1ccccc1NS(=O)(=O)c1c(-c2ccc(C)cc2)csc1C(=O)OC,nt,18%,nt,18,nt,21%,nt
COCc1nc(C2CCCN(C(=O)c3ccccn3)C2)no1 (centres undefined),9%,1%[12.5 µM],4%,17,4%,8%,i
CS(=O)(=O)N1CCN(C(=O)C2CCNCC2)C[C@@H]1C(=O)N[C@H](Cc1c[nH]c2ccccc12)C(N)=O,-2%,3%,-5%,1,-5%,33%[activator],i
Cc1ccc(-c2nc(C3CC(=O)N(c4ccc(F)c(Cl)c4)C3)no2)cc1 (centres undefined),?,-9%,3%,-6,-8%,-21%,-29%
COc1cccc(C(=O)NC2CCN(Cc3cccc(-c4cccc(C)c4)c3)CC2)c1,?,-15%,2%,-6,nt,-12%,?
COc1ccccc1NC(=O)NC[C@H]1O[C@H](Cc2cc(COc3ccccc3)on2)CC[C@@H]1O,?,-11%,0%,-2,10%,-27%,?

# Next section:
SMILES,HEK cytotox,SNCA viab count,GPT2 inh,IP6K1 inh,Luciferase inh,SNCA expr inhib,NIH3T3 tox
Cc1cccnc1NCCNC(=O)c1cc(S(N)(=O)=O)ccc1F,i,-17%,i,43,0%,3%,2%
COC(=O)c1ccccc1NC(=O)Cn1nc2n(c1=O)CCCCC2,-5%,0%,i,21,-3%,1%,i
CCCN(CCC)CCCNC(=O)C1CCN(S(=O)(=O)CC)CC1,nt,2%,nt,-10,nt,5%,nt
O=C(c1cc(F)cc(F)c1)N1C[C@@H](CO)[C@H](c2ccncc2)C1,0%,-12%,4%,-8,-2%,-6%,-12%
NC(Cc1ccccc1)C(=O)N1CCC2(CC1)CN(C(=O)c1ccc(Cl)cc1)CCO2 (centres undefined),-17%,?,?,-1,nt,?,-14%
O=C([C@@H]1C[C@H](F)CN1C(=O)Cc1ccc(F)cc1)N1CCCCC1,-19%,-3%,i,0,0%,25%,-5%
O=C1C(O)C2(CCCCC2)N1C1CCNCC1 (centres undefined),-3%,-2%,i,-13,1%,-20%,-3%
CC(C)Cn1c(=O)c2sccc2n2c(CCCC(=O)NC3CCCCC3)nnc12,nt,0%,nt,34,nt,-6%,nt
Cc1cnc(-c2ccccc2)n1CCNC(=O)c1cccn1C,-1%,6%,i,0,8%,-15%,-16%
O=C(NCc1cccs1)c1nn(-c2ccccc2Cl)nc1CO,nt,2%,nt,46,nt,-16%,nt
CCC1=C(c2ccc(C)cc2)S(=O)(=O)N=C1N1CCC(C(=O)Nc2ccccc2C(=O)OC)CC1,nt,6%,nt,-13,nt,-11%,nt
Cc1cc(-c2cc3c(cn2)CN(Cc2ccccc2O)CCN3)ccn1,?,-26%[87.6 µM],-5%[88.5 µM],-3,5.6µM*,18%[87.6 µM],?
O=C(C1CC1)N1CCc2nc(-c3ccc(Cl)cc3)nc(-c3ccccc3)c2C1,40µM*,9%,0%,-4,6%,-29%,?
Cc1cc(CN2CC(N(C)c3ccccc3C)C2)on1,?,-9%[87.6 µM],-2%[88.5 µM],20,0%[172 µM],17%[87.6 µM],?
COc1ccc(CNC(=O)c2ccc3c(Cl)c4c(nc3c2)CCCC4)c(OC)c1,nt,-13%,nt,4,nt,-1%,nt
COCc1nc(N2CCC(c3cc(=O)[nH]c(C)n3)CC2)c2cnn(C)c2n1,-5%,16%,2%,8,-2%,-27%,-18%
CN1CCC(C(=O)N2CCC3(CC2)CC(N[S+](C)(=O)[O-])c2ccccc23)CC1 (centres undefined),0%,-5%,i,5,nt,-11%,i
Cc1ccc(NC(=O)CSc2nc(-c3ccco3)cc(C(F)(F)F)n2)cc1C,nt,-23%,nt,-14,nt,7%,nt
CC(C)(C)C1CCC2(CC1)NC(=O)N(CC(=O)Nc1ccccc1)C2=O (centres undefined),?,12%,i,3,-8%,5%,?
COCCNc1ncccc1-c1noc([C@@H]2CCCN2C2CCN(C)CC2)n1,-7%[172 µM],-6%[87.6 µM],-4%[88.5 µM],2,1%[172 µM],13%[87.6 µM],-7%[138 µM]
C[C@@H]1O[C@@H](O[C@H]2[C@H](O[C@H]3[C@H](O)[C@@H](C(=O)O)O[C@@H](O[C@H]4CC[C@@]5(C)C(CC[C@]6(C)C5CC[C@]57OC[C@@]8(CCC(C)(C)CC85)[C@H](O)C[C@]76C)C4(C)C)[C@@H]3O[C@@H]3O[C@H](CO)[C@@H](O[C@@H]4OC[C@@H](O)[C@H](O)[C@H]4O)[C@H](O)[C@H]3O)O[C@H](CO)[C@H](O)[C@@H]2O)[C@H](O)[C@H](O)[C@H]1O (some centres undefined),nt,-3%[12.5 µM],i[11.5 µM],-10,nt,nt,nt
CCCCc1ccc(NC(=O)c2ccc(=O)n(Cc3cccc(C)c3)c2)cc1,nt,-9%,nt,2,nt,?,nt
CN(C)CCN(Cc1ccccc1)S(=O)(=O)c1csc(C(N)=O)c1,nt,6%,nt,0,nt,5%,nt
CC(C)c1ccc(NC(=O)CSc2ncc3c(n2)-c2ccccc2N(C)S3(=O)=O)cc1,nt,-8%,nt,9,nt,-3%,nt
COCCc1noc([C@@H]2CN(C(=O)c3cc(C)ccc3C)C[C@H]2CO)n1,-9%,3%,0%,-4,-1%,16%,-13%

# (listing goes on)
SMILES,HEK cytotox,SNCA viab count,GPT2 inh,IP6K1 inh,Luciferase inh,SNCA expr inhib,NIH3T3 tox
O=C(NCCc1ccncc1)C1CN(C(=O)c2ccccc2)CC12CCOCC2 (centres undefined),-1%,2%,i,20,2%,35%[activator],-6%
COC(=O)CN1C(=O)[C@@H]2C[C@@H](O)CN2C2(CN(Cc3ccccn3)C2)C1=O,i,1%[87.6 µM],-1%[88.5 µM],-10,-1%[172 µM],19%[87.6 µM],-1%[174 µM]
CN(C)c1cccc(-c2cnc(NC(=O)C3(c4ccccc4)CC3)c3c2CCO3)c1,?,-2%[87.6 µM],i,-18,-11%[172 µM],87%[activator][87.6 µM],?
Cc1nn(-c2ccc(F)cc2)c(Oc2ccc(F)cc2F)c1CCC(=O)NCC1CCCO1 (centres undefined),?,4%,i,4,-3%,-25%,?
COC(=O)c1cc(Nc2nc3ccccc3nc2NS(=O)(=O)c2ccc(C)cc2)ccc1Cl,nt,5%,nt,6,nt,163%[activator],nt
Cc1ccc(CNC(=O)N2CC(Oc3ccc(-c4nc(C)no4)cc3)C2)cc1,-29%,-7%,i,10,-3%,-20%,-15%
O=C(CC1CCOC2(CCN(S(=O)(=O)c3ccccc3)CC2)C1)NC1CC1 (centres undefined),-5%,-3%,i,-3,0%,-29%,-14%
Cc1nnc2n1CCC(N(C)C(=O)c1ccsc1)CC2 (centres undefined),-17%,-14%,3%,-8,-4%,-10%,-6%
c1ccc(-c2cc3c(cn2)CN(Cc2ccc4[nH]ccc4c2)CCN3)cc1,50µM*,?,2%[88.5 µM],-4,56µM*,73%[activator][87.6 µM],25µM*
COC(=O)c1cn([C@H]2CO[C@H]3[C@@H]2OC[C@@H]3NC(=O)C2CC2)nn1,0%[172 µM],4%[87.6 µM],?,6,10%[172 µM],-7%[87.6 µM],-17%[174 µM]
O=C(CCc1ccccc1)N1CCCCCC1CN1CCOCC1 (centres undefined),-9%,-5%,i,-5,2%,-16%,-25%
COc1ccccc1-c1nc2nccc(-c3ccccc3)n2n1,-16%,-10%,-5%,-5,?,33%[activator],-6%
CCOC(=O)c1c(C)oc2nc(C)nc(NCc3ccccc3OC)c12,nt,-17%,nt,4,nt,-6%,nt

# Screening results: PubChem BioAssay, National Center for Advancing Translational Sciences (NCATS)

# Only part of the results is shown (hit frequency here may not be typical).
